# Vif-A3F inh: qHTS for Inhibitors of Vif-A3F Interactions: qHTS. AID 602313, 2012. HeLa A3F-eYFP + Vif (tagged APOBEC3F with the HIV-1 protein that degrades it), YFP fluorescence increase. 390,000 compounds, 0.2% hits. Potency, µM (titrated, usually from 46.1 µM), without a hit: top-dose activity, negative = active; note: potency is the fitted concentration of half-maximal effect; % of control where 0% means no effect; nearly all actives have a fitted effect of over 65% in size
#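 HeLa cells stably expressing A3F-eYFP plus Vif, plated and incubated overnight at 37 deg C, then exposed to compounds overnight at 37 deg C. Blocked degradation read as raised yellow fluorescence (Ex 488/Em 500-530).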
# D2 agonist: HTS Assay for Allosteric Agonists of the Human D2 Dopamine Receptor: Primary Screen for Agonists | D(2) dopamine receptor (Homo sapiens), P14416 | HEK293 T-REx D2 cells, calcium flux agonist mode | activation, % at 2 µM | 340,000 compounds, 0.53% hits;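 active = activation over 3 SD above normal in the single-dose calcium agonist read, cut at about 30% in these data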; note: 0% is about no effect
#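 Agonism scored from kinetic calcium signal (1 read/sec, 180 s) following compound pin transfer, after a 10 s baseline. Cells: HEK293 Trex line expressing inducible D2 receptor coupled to calcium, dye-loaded after overnight culture at 30 C.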
# GRP78 ERSR act: qHTS for Inducers of the Endoplasmic Reticulum Stress Response (ERSR) in Human Glioma: qHTS | Potency, µM, for inactives: top-dose activation, actives largely listed as activators | U87-MG GRP78 promoter luciferase reporter, 16 h | 420,000 compounds, 0.02% hits; note: potency is the fitted concentration of half-maximal effect; series mostly up to about 76 µM; % of control where 0% means no effect; nearly all actives have a fitted effect of over 35% in size
#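 ERSR induction read as luciferase luminescence (Bright-Glo, 10 min at room temperature) in stably transfected human U87-MG glioma cells exposed to compounds for 16 h, using GRP78 as sensor.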
# LDHA block: qHTS assay for inhibitors of human lactate dehydrogenase. L-lactate dehydrogenase A chain (Homo sapiens), P00338. purified LDHA, NADH/diaphorase-resazurin fluorescence; stronger effect = lower value. activity change, % (values are at about 110 or 230 µM). 480,000 compounds, 0.15% hits. AID 1347041, 2019; in the data active = activity change below about -30%; inconclusive = mostly about -25% to -30%;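 note: plate controls were DMSO wells for no effect and wells without enzyme for full effect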
#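 Resorufin fluorescence (ex540/em590), read at 0 and 20 min after diaphorase/resazurin addition, reports the NADH left after a 5 min room-temperature reaction of 2 nM human LDH5 with 0.06 mM NADH and 0.2 mM pyruvate.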
# ERG-DNA inh: qHTS for Small Molecule Inhibitors of the ERG Ets/DNA interaction; fluorescence polarization, His-ERG Ets domain / labelled DNA; Transcriptional regulator ERG (Homo sapiens), P11308; 370,000 compounds, 0.028% hits; Potency, µM (highest dose often 76.9 µM), for the others: at the top dose FP activity, negative = inhibition, usual class: inhibitors; active = well fitted inhibition curve with a large enough effect in the polarisation, with a control signal flat; inconclusive = small, poorly fitted or top-dose-only effect, or effect the other way, or a change in a side signal; inactive = no such curve, though single readings can be large or run the other way; the % refers to the polarisation;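 note: polarization taken with two DNA probes labelled with fluorescein and Texas red; potency is the fitted concentration of half-maximal effect; % of control where 0% means no effect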
# Target sequence (P11308 whole entry, looked up, the tested form may be a part): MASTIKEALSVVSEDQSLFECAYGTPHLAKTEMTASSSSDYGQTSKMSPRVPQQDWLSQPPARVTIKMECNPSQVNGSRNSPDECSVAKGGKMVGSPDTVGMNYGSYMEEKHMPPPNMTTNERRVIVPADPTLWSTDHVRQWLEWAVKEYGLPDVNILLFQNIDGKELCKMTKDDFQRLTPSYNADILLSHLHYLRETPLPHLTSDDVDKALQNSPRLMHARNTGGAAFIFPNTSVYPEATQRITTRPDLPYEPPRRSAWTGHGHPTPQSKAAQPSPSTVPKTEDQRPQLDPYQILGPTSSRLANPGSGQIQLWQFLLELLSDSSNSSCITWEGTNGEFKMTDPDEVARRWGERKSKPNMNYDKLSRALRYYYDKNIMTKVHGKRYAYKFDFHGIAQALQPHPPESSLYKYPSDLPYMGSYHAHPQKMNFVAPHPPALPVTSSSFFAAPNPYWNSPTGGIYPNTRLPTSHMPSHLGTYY
#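 His-tagged ERG Ets domain (1 uM in the protein solution; 300mM KCl, 50mM Tris-HCl, 1mM EDTA, 1mM DTT, pH 7.5) received compound, then a probe mix of 5 nM fluorescein-DNA and 100nM Texas-615-DNA. Fluorescence polarization was read for both dyes.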
# D2 antagonist: HTS Assay for Allosteric Antagonists of the Human D2 Dopamine Receptor: Primary Screen for Antagonists; 340,000 compounds, 2% hits; inhibition, % at 10 µM; HEK293 TREx D2 cells, calcium flux, dopamine EC80; AID 485344, 2010; in the data active = inhibition above about 30%; note: 0% is about no effect
#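 HEK293 T-REx D2 cells, tet-induced, calcium dye no-wash. Cpd pintool add, 180 s kinetic, then EC80 DA, 180 s kinetic. Ca flux read.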
# Vif-APOBEC3G blk: qHTS for Inhibitors of Vif-A3G Interactions: qHTS; HeLa A3G-eYFP + Vif (tagged APOBEC3G with the HIV-1 protein that degrades it), YFP fluorescence, overnight; Potency, µM (top dose mostly 46.1 µM), for inactives: top-dose activity, negative = active, hits mostly inhibitors; 410,000 compounds, 0.076% hits; AID 602310, 2012;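 note: potency is the fitted concentration of half-maximal effect; % is set by controls: 0 for no effect and ±100 for the full control effect; nearly all actives have a fitted effect of over 60% in size; hits raise eYFP signal because A3G escapes Vif-driven loss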
# Target sequence (Q9HC16 whole entry, looked up): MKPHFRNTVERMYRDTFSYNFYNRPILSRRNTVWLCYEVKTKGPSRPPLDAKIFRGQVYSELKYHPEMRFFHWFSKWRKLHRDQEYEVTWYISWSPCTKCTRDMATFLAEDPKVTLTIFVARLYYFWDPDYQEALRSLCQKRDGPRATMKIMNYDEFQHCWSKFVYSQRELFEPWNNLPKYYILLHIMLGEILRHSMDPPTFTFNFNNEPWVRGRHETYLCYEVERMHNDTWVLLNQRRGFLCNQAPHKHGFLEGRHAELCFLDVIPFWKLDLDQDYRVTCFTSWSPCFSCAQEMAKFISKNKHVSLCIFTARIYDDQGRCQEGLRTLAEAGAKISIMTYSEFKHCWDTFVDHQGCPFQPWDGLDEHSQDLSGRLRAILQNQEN
#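 HeLa cells stably expressing Vif and C-terminally eYFP-tagged A3G, seeded overnight at 37 deg C, then exposed to compound by pintool overnight at 37 deg C. Rise in yellow fluorescence (Ex 488/Em 500-530, Acumen) marks blocked Vif-driven A3G degradation.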
# RGS4 inhibitor: Inhibitors of Regulator of G Protein Signaling (RGS) 4: qHTS; Regulator of G-protein signaling 4 (Homo sapiens), P49798; Transcreener GDP fluorescence polarization, RGS4-accelerated GTP hydrolysis; Potency, µM (highest dose often 114 µM), inactives show top-dose activity change, negative = inhibition, actives largely listed as inhibitors; 390,000 compounds, 0.039% hits; note: potency is the fitted concentration of half-maximal effect; % is set by controls: 0 for no effect and ±100 for the full control effect; nearly all actives have a fitted effect of over 75% in size; some results filed as inactive show a strong effect at the top dose
# Target sequence (P49798 whole entry, looked up): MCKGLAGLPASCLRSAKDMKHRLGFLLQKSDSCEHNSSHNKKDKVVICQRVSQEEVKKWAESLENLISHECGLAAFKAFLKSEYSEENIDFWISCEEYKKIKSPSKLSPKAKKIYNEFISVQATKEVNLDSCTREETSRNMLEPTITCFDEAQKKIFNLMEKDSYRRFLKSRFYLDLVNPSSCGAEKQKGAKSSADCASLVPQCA
#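 MLSMR compounds (23 nl, pin-transferred) preincubated 10 min at room temperature with a 500nM (2x) first reagent, then RGS4 at 900nM (2x) plus Transcreener GDP mix added; fluorescence polarization (620/688 nm) read before and after 90 min at 30 °C.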
# ALOX12 inh: Primary qHTS assay for inhibitors of human arachidonate 12S-lipoxygenase (ALOX12): Round 2. Polyunsaturated fatty acid lipoxygenase ALOX12 (Homo sapiens), P18054. 580,000 compounds, 1.1% hits. Potency, µM (highest dose often 108 µM), for the others: at the highest dose activity change, negative = inhibition, actives largely listed as inhibitors. AID 1671190, 2021. purified 12hLO, xylenol orange hydroperoxide absorbance; note: potency is the fitted concentration of half-maximal effect; % is set by controls: 0 for no effect and ±100 for the full control effect
#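 Purified human 12hLO (150 nM final) in 25 mM Hepes, 0.01% Triton X-100, pH 7.0 was preincubated 15 min at room temperature with compound. Then 40 uM arachidonic acid was added, 30 min. Hydroperoxide was read by Fe-XO absorbance ratio 573/405 nm.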
# * = called active by the depositor; i = inactive; ? = inconclusive; . = no result given; [ ] = remark or other dose. Unless noted, calls come from the whole dose curve; as a rule, active = well fitted curve in the direction sought with a large enough effect; inconclusive = small, poorly fitted or top-dose-only effect, or another doubt; inactive = no such curve, though single readings can be large; an effect the other way counts as inactive or inconclusive. Not all compounds are listed, so the mix of outcomes need not match the whole.
SMILES,Vif-A3F inh,D2 agonist,GRP78 ERSR act,LDHA block,ERG-DNA inh,D2 antagonist,Vif-APOBEC3G blk,RGS4 inhibitor,ALOX12 inh
O=C(CN(C(=O)c1ccc(Cl)cc1)N1C(=O)C2C3C=CC(C3)C2C1=O)c1cccs1 (centres undefined),-8%,0.1,-1%,-2,-9%,12,1%,8%,12%
Cc1ccc(NC(=O)CN(C)C(=O)c2ccc(-n3cncn3)c([N+](=O)[O-])c2)cc1,8%,.,1%,0,0%,.,-7%,-9%,-11%
Cc1c(NC(=O)COC(=O)CSc2ccc([N+](=O)[O-])cc2)c(=O)n(-c2ccccc2)n1C,5%,0.4,-4%,0,-15%,11,2%,-1%,19%
Cc1cn(C)c(CC(=O)N2CCN(c3ccc(F)cc3)CC2)c1C(=O)O,8%,0.9,-4%,2,-4%,.,3%,-9%,-14%
CC1CCN(C(=O)C(C)NCc2ccc(F)cc2)CC1 (centres undefined),-3%,0.5,1%,-11,2%,18,-3%,-49%[56.9 µM],?
Cc1ccc(N(C)S(=O)(=O)c2ccc3c(c2)C(C)(C)C(=O)N3C)cc1C,3%,0.6,-1%,-3,1%,.,-3%,4%,-9%
CC(OC(=O)c1ccc(Cl)c(S(=O)(=O)N2CCOCC2)c1)C(=O)NC1CCCCC1C (centres undefined),4%,0.1,-4%,-9,-6%,3,-5%,-14%,8%
O=C1c2ccccc2-c2cc(Br)ccc2NC1O (centres undefined),-6%,.,-4%,1,.,.,-9%,.,-24%
CCC/C(O)=C1\C(=O)CC(C)(C)CC1=Nc1ccccc1OC,-8%,-2.2,-5%,-5,-10%,2,0%,-16%[11.4 µM],5%
CCc1cccc2c(C#N)cn(CC(=O)NCc3ccco3)c12,.,-1.1,-1%,0,4%,2,1%,-20%,5%
C=CCOc1ccc(Oc2cc(C)nc(SC)n2)nn1,-5%,-1.2,-7%,0,-3%,7,2%,1%,0%
COc1ccc([N+](=O)[O-])cc1/C=N/Nc1nn[nH]n1,4%,1.5,-4%,-4,14%,-9,-1%,17%,-8%
Cc1c(Cl)cccc1NC(=O)Cc1cccs1,-6%,.,0%,1,3%,.,-9%,14%,9%
CC(C)CCn1c(=O)c2sccc2n2c(CCCC(=O)NC3CCC(C)CC3)nnc12 (centres undefined),12%,-0.2,-2%,-5,3%,.,6%,12%,-13%
COc1ccc(/C=N/NC(=O)c2nonc2C)cc1,-6%,1.6,-12%,-6,7%,26,-4%,19%,63%[activator]
Brc1ccccc1-c1nc2c3ccccc3ncn2n1,2%,0.3,3%,-1,12%,5,-11%,3%,174%[activator]
CC(=O)Nc1ccc(N(CC(O)Cn2c3ccccc3c3ccccc32)S(=O)(=O)c2ccc(C)cc2)cc1 (centres undefined),-5%,0.4,-4%,-6,10%,-23,-7%,-1%,?
CCOc1ccc(C(=O)NCC(=O)OCC(=O)Nc2ccc(C)c(S(=O)(=O)N(C)C)c2)cc1,8%,.,-2%,-31*,-15%,.,2%,17%,-4%
COc1ccccc1N1CCN(c2nc(-c3ccccc3)cc(C(F)(F)F)n2)CC1,6%,-0.8,-2%,-10,-1%,-4,-2%,25%,0%
CN1CCN(c2ccc(NC(=O)c3cc4ccccc4o3)cc2)CC1,0%,0.4,-8%,1,-6%,2,2%,8%,-11%
COC(=O)c1nc(-c2ccccc2)oc1N1CCOCC1,8%,-0.6,-4%,-4,-3%,5,9%,-2%,233%[activator]
CCCC(=O)N1CCCC1(C)C(=O)NCc1ccc(F)cc1Cl (centres undefined),.,.,-1%,-3,.,.,-2%,.,14%
Cc1csc2nc(CNC(=O)C3CC=CCC3C(=O)O)cn12 (centres undefined),-6%,-0.4,-5%,-3,-6%,-16,1%,4%,-2%[57.4 µM]
CCC(=O)N1Cc2ccccc2-c2ccccc2C1=O,-1%,-1.6,1%,1,0%,17,-1%,18%,.
c1ccn(CCc2ccncc2)c1,-17%,.,-4%,-6,-2%,.,0%,5%,0%
CCOc1cc2c(cc1C(C)(C)C)NC(=O)CS2,0%,-0.5,-8%,-2,-5%,-16,?,28%,0%
COC(=O)c1sccc1-c1ccc(C(=O)Nc2ccccc2)o1,13%,.,7%,0,5%,.,0%,-21%,2%
CC(C)c1nnc(NC(=O)CN2C(=O)c3ccccc3C2=O)s1,-6%,0.8,-3%,-14,.,2,-5%,20%,-7%[57.4 µM]
Cc1onc(-c2ccccc2Cl)c1C(=O)NCc1ccccc1F,9%,-1.7,-4%,1,12%,-2,2%,20%,-5%
Clc1ccc(/C=N\Nc2ccccc2)cc1,-4%,-0.4,2%,2,4%,-1,-21%,-3%,?
COc1ccc(NC(=O)CCCC2CCCCC2)c(OC)c1,1%,.,3%,-1,-3%,.,-6%,18%,?
Cn1c2ccccc2c2nnc(NN)nc21,0%,-1.2,1%,-1,11%,-10,0%,18%,-14%
CCC(=O)N1CCc2cc(Br)cc(S(=O)(=O)N3CCCC(C(=O)Nc4ccc(OC)c(Cl)c4)C3)c21 (centres undefined),5%,0.3,-3%,3,1%,.,-1%,11%,-25%
Cc1cccc(NC(=O)COC(=O)CC2CCCC2)c1C,2%,-0.1,4%,-7,-3%,1,3%,21%,5%
Cn1cc([N+](=O)[O-])c(C(=O)NNC(=O)c2ccc([N+](=O)[O-])cc2)n1,-4%,0.6,-1%,1,6%,-27,0%,8%,-1%
COc1cccc(CN(C)Cc2nc3cc(C(F)(F)F)ccc3c(=O)[nH]2)c1,12%,-1.6,-2%,4,7%,-8,-1%,-22%,23%
CS(=O)(=O)N1CCN(C(=O)Cc2ccccc2Cl)CC1,?,-0.3,-3%,-2,14%,14,-3%,-6%,10%
C[C@@H]1CN([C@H](C)CO)S(=O)(=O)c2ccc(C#Cc3ccccc3F)cc2O[C@@H]1CN(C)C(=O)Cc1ccccc1,5%,.,-2%,-11,.,.,-1%,.,?
Cc1ccc(C)c(NC(=S)Nc2cccnc2)c1,8%,-0.5,-3%,-4,0%,-19,2%,7%,-30%
Cc1ccc(C(=O)CCC(=O)OCC(=O)N(CC(C)C)c2c(N)n(Cc3ccccc3)c(=O)[nH]c2=O)cc1,-17%,-0.6,-2%,-8,7%,6,-2%,-53%,-24%
Cc1ccc(COc2ccc(S(=O)(=O)N3CCCC3)cc2C(N)=O)cc1,-16%,0.0,-4%,-2,4%,-16,2%,-5%,-24%
C[C@@H]1CN([C@H](C)CO)S(=O)(=O)c2ccc(Br)cc2O[C@@H]1CN(C)Cc1ccc(-c2ccccc2)cc1,?,.,9%,-1,.,.,1%,.,-9%
CCOC(=O)CNC(=O)CSc1ncnc2c1cnn2-c1ccc(Cl)cc1,-6%,-0.6,-2%,-1,5%,-1,-5%,5%,25%
COc1ccccc1-c1cnc2c(c1)C(=O)N([C@@H](C)CO)C[C@@H](C)[C@H](CN(C)C(=O)c1cccnc1)O2,-7%,.,-2%,-9,.,.,-5%,.,?
CCOC(=O)N1CCN(C(=O)C(C)SCc2ccccc2)CC1 (centres undefined),2%,.,-4%,-7,.,.,-1%,1%,7%
CCOc1ccc(C(C)=O)cc1Cn1nc(C(=O)O)c2ccccc2c1=O,-15%,0.1,0%,-6,-1%,4,-5%,10%[11.4 µM],-19%
O=C(Nc1ccc(F)cc1)C(Sc1nc2ccccc2[nH]1)c1ccccc1 (centres undefined),-20%,-0.5,?,-15,3%,-8,-23%,11%,-6%
CCCN(Cc1cccs1)C(=O)Nc1ccc(OCC)cc1,6%,18,0%,0,-1%,.,-1%,1%,3%
CCc1ccc(OC(C)C(=O)N(Cc2ccco2)C2CCS(=O)(=O)C2)cc1 (centres undefined),0%,0.2,-4%,0,14%,-13,1%,-7%,32%[activator]
O=C1CC(c2nnc(Cc3c(F)cccc3Cl)o2)CN1c1ccccc1 (centres undefined),-1%,1.2,-4%,-12,8%,.,-1%,9%,-1%

# Only ERG-DNA inh, for two of the compounds above:
Compound | ERG-DNA inh
O=C1CC(c2nnc(Cc3c(F)cccc3Cl)o2)CN1c1ccccc1 (centres undefined) | 8%
CCc1ccc(OC(C)C(=O)N(Cc2ccco2)C2CCS(=O)(=O)C2)cc1 (centres undefined) | 14%

# The results go on.
SMILES,Vif-A3F inh,D2 agonist,GRP78 ERSR act,LDHA block,ERG-DNA inh,D2 antagonist,Vif-APOBEC3G blk,RGS4 inhibitor,ALOX12 inh
O=C(Nc1ncc2c(n1)CC(c1ccco1)CC2=O)c1ccc(Cl)cc1 (centres undefined),?,-0.4,0%,7,1%,-2,-11%,18%,-25%
COc1ccc(CCNc2nc(C)nc3c2nnn3Cc2ccccc2)cc1,1%,.,-3%,-2,-15%,.,-1%,-19%,i
CCOC(=O)c1ccccc1NC(=O)C1CC(=O)N(c2ccccc2)C1 (centres undefined),1%,-0.4,2%,-2,-11%,-8,2%,-13%,-4%
Cc1cc(C)cc(Oc2ncnc3c2ncn3Cc2c(Cl)cccc2Cl)c1,-2%,0.1,-4%,-8,-2%,2,0%,-8%,-4%
